KDM5B inh: blocks human KDM5B histone demethylase activity; Q9UGL1; KDM5B demethylase, FDH-coupled NADH fluorescence (FDH is formaldehyde dehydrogenase); Potency, µM (doses to about 57.7 µM), without a hit: at the highest dose activity change, negative = inhibition, usual class: inhibitors; hit rate 2.6% among 220,000; active = well fitted inhibition curve with a large enough effect; inconclusive = small, poorly fitted or top-dose-only effect; inactive = no such curve, though single readings can be large or run the other way; also: 0% is about no effect; nearly all actives have a fitted effect of over 70% in size
Target sequence (Q9UGL1 whole entry, looked up): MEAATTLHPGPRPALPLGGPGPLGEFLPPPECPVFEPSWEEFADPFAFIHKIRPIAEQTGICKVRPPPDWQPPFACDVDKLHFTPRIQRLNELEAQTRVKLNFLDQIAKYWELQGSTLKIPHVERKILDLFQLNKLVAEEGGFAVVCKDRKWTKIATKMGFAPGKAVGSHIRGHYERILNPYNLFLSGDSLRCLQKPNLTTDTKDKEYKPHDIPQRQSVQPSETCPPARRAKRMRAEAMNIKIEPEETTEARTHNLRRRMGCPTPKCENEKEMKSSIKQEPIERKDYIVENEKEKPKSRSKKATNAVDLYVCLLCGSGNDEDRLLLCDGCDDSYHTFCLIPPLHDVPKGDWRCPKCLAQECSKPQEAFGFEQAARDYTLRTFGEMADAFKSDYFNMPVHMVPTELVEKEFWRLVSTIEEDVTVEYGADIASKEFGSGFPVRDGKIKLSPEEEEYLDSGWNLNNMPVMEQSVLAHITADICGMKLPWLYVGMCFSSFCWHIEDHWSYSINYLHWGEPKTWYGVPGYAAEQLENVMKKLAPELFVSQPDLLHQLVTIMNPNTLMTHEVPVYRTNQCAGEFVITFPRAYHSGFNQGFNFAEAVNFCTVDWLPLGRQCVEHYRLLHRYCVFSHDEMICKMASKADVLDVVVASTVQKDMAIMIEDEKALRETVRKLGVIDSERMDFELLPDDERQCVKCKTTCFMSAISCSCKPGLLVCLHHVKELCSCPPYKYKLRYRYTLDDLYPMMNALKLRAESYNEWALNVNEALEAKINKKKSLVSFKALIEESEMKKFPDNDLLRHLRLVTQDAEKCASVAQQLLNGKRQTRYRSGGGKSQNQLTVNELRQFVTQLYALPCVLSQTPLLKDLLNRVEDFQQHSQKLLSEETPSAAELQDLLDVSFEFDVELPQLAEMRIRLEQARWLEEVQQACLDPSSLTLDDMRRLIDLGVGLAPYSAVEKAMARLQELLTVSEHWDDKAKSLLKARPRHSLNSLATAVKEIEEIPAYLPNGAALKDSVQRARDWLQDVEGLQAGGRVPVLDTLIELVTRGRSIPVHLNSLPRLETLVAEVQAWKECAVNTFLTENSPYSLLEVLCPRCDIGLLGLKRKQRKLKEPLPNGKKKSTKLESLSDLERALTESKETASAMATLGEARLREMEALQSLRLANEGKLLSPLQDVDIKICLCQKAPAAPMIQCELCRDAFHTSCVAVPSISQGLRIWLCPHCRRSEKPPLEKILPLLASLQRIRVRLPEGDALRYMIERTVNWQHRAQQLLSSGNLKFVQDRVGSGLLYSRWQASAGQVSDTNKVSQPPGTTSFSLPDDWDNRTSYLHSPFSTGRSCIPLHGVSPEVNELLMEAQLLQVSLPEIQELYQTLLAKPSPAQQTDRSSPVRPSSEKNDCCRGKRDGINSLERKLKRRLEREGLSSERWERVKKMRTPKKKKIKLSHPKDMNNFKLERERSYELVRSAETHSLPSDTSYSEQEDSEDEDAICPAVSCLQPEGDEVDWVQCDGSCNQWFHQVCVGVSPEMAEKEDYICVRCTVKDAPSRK
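Compound dilutions met 200 nM (final) KDM5BΔAP for 10 min at room temperature before substrate addition. The substrate mix held 12.5 µM H3K4me3 with cofactors 25 µM α-ketoglutarate and 50 µM Fe²⁺. NADH signal gain over 30 min defined activity.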
* = called active by the depositor; ? = inconclusive; [ ] = dose if it differs, or a comment. Potency is read from the fitted curve at half-maximal effect.

KDM5B inh,Structure
-16%,Cc1cccc(N(C)C(=O)CCNS(=O)(=O)c2ccc3c(c2)CCN3C(=O)C2CC2)c1
11%[115 µM],CCOc1ccc(CN2CCC3(CC2)Cc2ccccc2CNC3=O)cc1
-22%[86.2 µM],O[C@@H]1C[C@@H](c2nc(-c3ccc(F)cc3)no2)N(Cc2ncc[nH]2)C1
-24%,O=C(NC1CCN(c2cc(-c3cccs3)[nH]n2)CC1)c1ccc(F)cc1F
6%,Cc1ccc(C(=O)N2CCC3(CC2)NC(=O)N(Cc2ccccc2)C3=O)cc1
7%,CCOc1ccc(NC(=O)N2CCC(Oc3ncccc3C(=O)N3CCOCC3)C2)cc1 (stereo unspecified)
21%,Cn1cc(C2c3nccn3CCCN2C(=O)c2cccn2C)cn1 (stereo unspecified)
32µM*,COc1ccc(CNC(=O)c2cc3n(n2)CC(c2ccc4c(c2)OCO4)OC3)c(OC)c1 (stereo unspecified)
16%,COc1ccc(N2CCN(C(=O)C3CCN(Cc4nc(-c5ccc(Cl)cc5)oc4C)CC3)CC2)cc1
6%,CCOC(=O)c1cc(-c2ccc(C)cc2)n(CC(=O)Nc2cc(C)ccc2C)c1C
2%,Cc1ccn2c(=O)cc(COc3ccc(NC(=O)COc4ccc(C)c(C)c4)cc3)nc2c1
35µM*,COC(=O)NC1CCN(c2nc3ncccc3o2)CC1
13%,N=C(N)SCCSc1ccc(Cl)cc1
-9%[86.2 µM],O=C1COc2ccc(-c3ccccc3)nc2CN1Cc1ccccc1
10%,Cc1csc(NC(=O)c2nn(C)c(=O)c3ccccc23)n1

Later entries.
KDM5B inh,Structure
-21%,Fc1ccc(C2=CC(c3ccc(F)cc3)n3c(nc4ccccc43)N2)cc1 (stereo unspecified)
-4%,CCOC(=O)C(NC(=O)c1cc(OC)cc(OC)c1)C(=O)OCC
21%,Cc1nccc(N2CCN(C(=O)N3CCOCC3)CC(C(=O)O)C2)n1 (stereo unspecified)
?,O=S1(=O)c2ccccc2N(Cc2cccc(Cl)c2)c2ccccc21
-33%,COc1ccc(NC(=O)Cn2nc3c(cc2=O)CCCC3)cn1
-8%,CCc1nc2c(=O)n(CC(=O)NCc3cccnc3)nc(C)c2s1
31%,[NH-]c1ncnc2c1N=C[N+]2=CC=CCO
3%,CCc1ccc(S(=O)(=O)N2CCC(OC3CCN(Cc4ccccc4)CC3)CC2)cc1
-2%,Cn1c(=O)[nH]c(=O)c2c1nc(CN1CCN(Cc3ccccc3)CC1)n2Cc1ccccc1Cl
-114%,O=C(Cn1c(=O)n(-c2ccccc2Cl)c(=O)c2sc3ccccc3c21)N1CCCC1
?,CCOc1ccc(CNC(=O)C2CCN(c3nnc(-n4c(C)ccc4C)s3)CC2)cc1
-9%,CCN1CCN(C(=O)Cn2cccc(OC)c2=O)CC1(C)C
-17%,Cc1ccc2c(CC(=O)Nc3ccc(S(=O)(=O)Nc4nc(C)cc(C)n4)cc3)coc2c1
21%,COC(=O)/C(=C\C(=O)c1ccc([N+](=O)[O-])cc1)Nc1ccc(OC)cc1
-24%,Cc1ccc(CN2CCCCCCNC(=O)[C@@H]3C[C@@H](C(=O)N4CCc5ccccc5C4)C[C@@H]32)o1

Fetched by compound from the list above:
KDM5B inh,Structure
3%,CCc1ccc(S(=O)(=O)N2CCC(OC3CCN(Cc4ccccc4)CC3)CC2)cc1
-33%,COc1ccc(NC(=O)Cn2nc3c(cc2=O)CCCC3)cn1

Next compounds:
KDM5B inh,Structure
16%,COC(=O)C1=CN(CC(=O)Nc2c(C)cc(C)cc2C)S(=O)(=O)N=C1C
14%,Cn1c(=O)[nH]c(=O)c2[nH]c(N3CCN(c4ccccc4)CC3)nc21
-15%,CCc1ccc(N2CC(c3noc(Cc4ccccc4F)n3)CC2=O)cc1 (stereo unspecified)
21%,COc1ccc2c(c1)O/C(=C\c1ccc(C(C)(C)C)cc1)C2=O
?,CCN(CC)Cc1cnc2c(C(=O)N3CCCCC3CCO)cnn2c1 (stereo unspecified)
9%,CSc1ccccc1C(=O)NC(C)c1ccc(F)cc1 (stereo unspecified)
-6%,CCOC(=O)c1c(C)oc2nc(C)nc(N3CCN(c4ccccc4F)CC3)c12
-9%,O=C(Nc1ccc2oc(-c3ccccc3)nc2c1)c1ccc(F)cc1
-24%,CCCS(=O)(=O)N1CCC(CCOC)(NC(=O)NCC)CC1
19%,O=C(Nc1nccs1)C1CC(=O)N(c2ccc(F)cc2)C1 (stereo unspecified)
-11%,O=C(N[C@H]1CCN2C(=O)c3cc(/C=C/c4ccc(O)cc4)ccc3NC(=O)[C@H]12)c1cnccn1
28µM*,Cc1ccnc(NCCNC(=O)C2CCC(=O)N(CC3CCCCC3)C2)c1 (stereo unspecified)
18%,COC(=O)c1sccc1N/C=C(\C#N)S(=O)(=O)C(C)(C)C
-1%,COc1ccc(NS(=O)(=O)c2cc(Cl)ccc2Cl)cc1S(=O)(=O)N1CCCCC1
?,COc1cc(-c2ccno2)ccc1S(=O)(=O)N1CCN(c2cc(C)ccc2C)CC1

Overlap with the part before: 6 entries; new compounds follow.
KDM5B inh,Structure
19%,O=C(Nc1nccs1)C1CC(=O)N(c2ccc(F)cc2)C1 (stereo unspecified)
-11%,O=C(N[C@H]1CCN2C(=O)c3cc(/C=C/c4ccc(O)cc4)ccc3NC(=O)[C@H]12)c1cnccn1
28µM*,Cc1ccnc(NCCNC(=O)C2CCC(=O)N(CC3CCCCC3)C2)c1 (stereo unspecified)
18%,COC(=O)c1sccc1N/C=C(\C#N)S(=O)(=O)C(C)(C)C
-1%,COc1ccc(NS(=O)(=O)c2cc(Cl)ccc2Cl)cc1S(=O)(=O)N1CCCCC1
?,COc1cc(-c2ccno2)ccc1S(=O)(=O)N1CCN(c2cc(C)ccc2C)CC1
-18%,O=C(NC1CCCC1)C(=O)N1CCN(C(=O)c2cc3ccccc3[nH]2)CC1
-26%,Cc1nnc2n1CCC(NC(=O)CCc1c[nH]c3ccccc13)CC2 (stereo unspecified)
-19%,CCOC(=O)C1CCN(S(=O)(=O)c2cc3c4c(c2)CC(=O)N4CCC3)CC1
28%,Cc1c(Cl)cccc1NC(=O)N1C[C@@H](F)C[C@H]1C(=O)N1CCCCC1
-2%,O=C(COc1ccc2c(=O)c(-c3ccccc3)coc2c1)N1CCN(c2ccccn2)CC1
-10%[86.2 µM],COCCN1CC[C@H]2CN(C(=O)Cc3ccc(OC)cc3)CC[C@H]2CC1=O
?,CC(C)CCN(C1CCOCC1)C1CCN(Cc2ccc[nH]2)CC1
-1%,Cc1ncsc1CN1CC(N(CC(C)C)C2CCOCC2)C1
-4%[86.2 µM],COC[C@H]1C[C@@H](NC(=O)c2ccc(Cl)cc2)[C@H](O)[C@@H]1O
?,O=C(NCCn1cccc1-c1nc(-c2ccccc2)no1)c1cccc(Cl)c1
8%,COc1ccc2[nH]cc(C(C(=O)O)N3CCN(CCOc4ccc(Cl)cc4)CC3)c2c1 (stereo unspecified)
-22%[11.5 µM],Cc1ccc(OCC(=O)Nc2ccc(S(=O)(=O)Nc3cc(C)on3)cc2)c(Br)c1
13%,CCCCn1cnc2c1c(=O)n(CC(=O)Nc1ccc3c(c1)OCCO3)c(=O)n2Cc1ccccc1
?,COc1ccccc1-c1nc(S(=O)(=O)c2ccc3c(c2)OCCO3)c(N2CCOCC2)o1
?,COc1ccc2nc([C@H]3CCN(CC(C)C)C3)[nH]c2c1

Further entries:
KDM5B inh,Structure
17%,Cc1ccsc1CN1CCC(Oc2cc(Cl)ccc2C(=O)N2CCCCC2)CC1
-10%,COc1ccc(CNC(=S)N/N=C(\C)c2ccc(OC)cc2)cc1
24%[149 µM],CN1CCCCC12Cc1ccccc1CN(S(C)(=O)=O)C2 (stereo unspecified)
-3%,CCOc1ccc2c(n1)CCN(C(=O)c1ccc(OC)cc1OC)C2
-11%[86.2 µM],O=C1[C@@H]2C[C@@H](O)CN2C2(CN(CC3CC3)C2)C(=O)N1Cc1ccccc1
-27%,O=C(COc1ccc(Cl)cc1)NCC(c1cccs1)S(=O)(=O)c1ccc(F)cc1 (stereo unspecified)
28µM*,c1ccc(-c2noc(-c3cncnc3NCCc3cccs3)n2)cc1
-6%[86.2 µM],CN1[C@@H](CCC(=O)Nc2ccccc2)CNC(=O)[C@@H]2[C@H]1CCN2Cc1csnn1
?,Cc1ccc(CNC(=O)c2ccc3c(c2)c(C)c(C)n3Cc2ccc(Cl)cc2)o1
18%,CCCCc1ccc(Nc2nnc(SCC(=O)NC(C)(C)C)s2)cc1
7%,O=C(O)COCC(=O)Nc1cc(C(F)(F)F)cc(C(F)(F)F)c1
-7%,COCCCNC(=O)CSc1nc2cc3c(cc2c(=O)n1CCCC(=O)NCc1ccc(OC)cc1)OCO3
-19%,CCOc1ccc(NC(=O)C(NS(=O)(=O)c2ccc3c(c2)CCN3C(C)=O)C(C)C)cc1 (stereo unspecified)
18%,Cc1nc2ccccc2nc1SCC(=O)N1CCCCC1
-25%,O=C1NN(c2ccccc2)C(=O)/C1=C/c1ccc(-c2cccc(C(=O)O)c2)o1

The listing continues:
KDM5B inh,Structure
28µM*,COCCOCC(=O)N1CCC2(CC1)c1[nH]c3ccc(OC)cc3c1CCN2C
10%,COc1ccc(NC(=O)CCNS(=O)(=O)c2cccc3nsnc23)cc1
-9%,COc1ccc(OC)c(S(=O)(=O)N2CCOCCNC(=O)[C@@H]3CCC[C@@H]32)c1
?,O=C(N[C@H]1CCN2C(=O)c3ccccc3NC(=O)[C@@H]2C1)C1CCCC1
-18%,O=C(O)c1ccccc1/C=N/Nc1ccc(S(=O)(=O)N2CCOCC2)cc1[N+](=O)[O-]
0%,CCOc1cc(C2c3c(oc4cc(C)cc(C)c4c3=O)C(=O)N2CCO)ccc1O (stereo unspecified)
?,O=C([C@@H]1Cc2ccccc2CN1)N1CCN(Cc2ccccc2)CC1
-30%,Cc1ccc(NC(=O)Nc2cc3c(cc2Oc2ccccc2)n(C)c(=O)n3C)cc1F
1%,CCCSc1ncc(Cl)c(C(=O)Nc2ccccc2C(F)(F)F)n1
-4%,O=C(COc1ccccc1[N+](=O)[O-])Nc1cccc(-c2nc3ccccc3s2)c1
15%,COC1CCC12CCN(C(=O)c1ccc(C)nc1)CC2 (stereo unspecified)
16%,Clc1cccc(CNCCN2CCCC2)c1Cl
-7%,CC(=O)N1CC2(CCN(C(=O)c3ccc(C)s3)CC2)CC1C(=O)O (stereo unspecified)
-13%,COC(=O)Cn1c(Br)nc2c1c(=O)[nH]c(=O)n2C
?,CC1=C[C@@H](CNC(=O)C(C)(C)C)[C@H](C(C)C)C[C@H]1Cc1nnc(-c2ccccc2F)o1

More results.
KDM5B inh,Structure
23%[149 µM],O=C(c1ccc(Cl)cc1)N1CCC(N2CCOCC2=O)CC1
?,O=S(=O)(NCc1csc(-c2cccs2)n1)c1ccccc1
-1%,Cc1ccc(NC(=O)Cn2c(=O)c(C(F)(F)F)nc3ccccc32)cc1C
15%,COc1cccc(NCc2nnc3n2CCCCC3)c1
-3%,CCOc1ccc(NC(=O)CC2C(=O)N(c3ccc(F)cc3)C(=O)N2Cc2ccc(OC)c(OC)c2)cc1 (stereo unspecified)
21%,O=C(NC1CCCC1)C(Sc1ccccn1)c1ccccc1 (stereo unspecified)
?,COCCN1CCNc2cc(-c3cc(Cl)ccc3OC)ncc2C1
-17%,CCOc1ccccc1NC(=O)NCc1ccc2c(c1)CCN2C(=O)c1ccccc1
10%,CCOc1ccc(NC(=O)CN2CCN(CC(=O)Nc3ccc(N(CC)CC)cc3)CC2)cc1
56%[activator],Cc1cc2cc(CCNS(=O)(=O)c3ccc(Br)cc3)c(=O)[nH]c2cc1C
10%,CCCCn1c(SC(C)C(=O)c2ccc(Br)cc2)n[nH]c1=O (stereo unspecified)
-4%,O=C(C1CCCN(S(=O)(=O)c2cccc3nsnc23)C1)N1CCN(c2ccccc2F)CC1 (stereo unspecified)
?,CNc1oc(-c2ccccc2OC)nc1S(=O)(=O)c1ccc2c(c1)OCCO2
-5%,O=C(NC1CC1)[C@@H]1CN(Cc2cccnc2)C[C@H]1CO
-5%[86.2 µM],O=C1CO[C@H](c2ccc(NC(=O)C3CCCCC3)cc2)[C@@H](CO)N1

Individual results from the entries so far.
For KDM5B inh, Cc1ncsc1CN1CC(N(CC(C)C)C2CCOCC2)C1 is listed with -1%
For KDM5B inh, CCCCn1cnc2c1c(=O)n(CC(=O)Nc1ccc3c(c1)OCCO3)c(=O)n2Cc1ccccc1 is listed with 13%
For KDM5B inh, CCc1ccc(S(=O)(=O)N2CCC(OC3CCN(Cc4ccccc4)CC3)CC2)cc1 is listed with 3%
For KDM5B inh, O=C(C1CCCN(S(=O)(=O)c2cccc3nsnc23)C1)N1CCN(c2ccccc2F)CC1 (stereo unspecified) is listed with -4%
For KDM5B inh, [NH-]c1ncnc2c1N=C[N+]2=CC=CCO is listed with 31%

Remaining list, next part:
KDM5B inh,Structure
-13%,CCCS(=O)(=O)N1CCC(C(=O)N2CCCCCCNC(=O)CC2)CC1
21%,O=P(c1ccccc1)(c1ccccc1)C(c1ccccn1)P(=O)(c1ccccc1)c1ccccc1
6%,O/N=C1/CCN(Cc2ccccc2)C1
6%,C[C@@H]1CCC2[C@]3(C)COC(C)(C)O[C@H]3CC[C@]2(C)[C@@]12CCC1(COC(=O)C1)O2 (stereo partly specified)
-10%,Cc1cc(-c2ccccc2C(=O)NC2CCCCC2)on1
-6%,COC(=O)c1ccccc1N=Nc1c(N)[nH][nH]c1=O
-22%,Clc1ccc(N/N=C/C(Br)=C/c2ccccc2)cc1
10%,CCCNC(=O)c1ccc2[nH]c3c(c2c1)CCCC3
2%,O=C([C@H]1C[C@H](Oc2ccccc2)CN1C(=O)CC1CCCC1)N1CCOCC1
1%[86.2 µM],Cc1nn2c(c1-c1ccccc1C(C)C)N(C(=O)c1cccnc1)CCC2
?,Cc1cccc(CN2CCCC3(CCN(Cc4cccc(O)c4)C3)C2)c1 (stereo unspecified)

This is a subset; count on the stated rates, not on these rows.
